PPARg SRC-3 ag: agonists of human PPARgamma SRC-3 coactivator recruitment; AID 731; P37231; biochemical PPARgamma/SRC-3 coactivator recruitment assay; activation, % at 8 µM; hit rate 0.26% among 200,000; in the data active = activation above about 23%;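 also: 0% = DMSO and 100% = reference agonist; some compounds past the cut are filed as inactive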
Target sequence (P37231 whole entry, looked up): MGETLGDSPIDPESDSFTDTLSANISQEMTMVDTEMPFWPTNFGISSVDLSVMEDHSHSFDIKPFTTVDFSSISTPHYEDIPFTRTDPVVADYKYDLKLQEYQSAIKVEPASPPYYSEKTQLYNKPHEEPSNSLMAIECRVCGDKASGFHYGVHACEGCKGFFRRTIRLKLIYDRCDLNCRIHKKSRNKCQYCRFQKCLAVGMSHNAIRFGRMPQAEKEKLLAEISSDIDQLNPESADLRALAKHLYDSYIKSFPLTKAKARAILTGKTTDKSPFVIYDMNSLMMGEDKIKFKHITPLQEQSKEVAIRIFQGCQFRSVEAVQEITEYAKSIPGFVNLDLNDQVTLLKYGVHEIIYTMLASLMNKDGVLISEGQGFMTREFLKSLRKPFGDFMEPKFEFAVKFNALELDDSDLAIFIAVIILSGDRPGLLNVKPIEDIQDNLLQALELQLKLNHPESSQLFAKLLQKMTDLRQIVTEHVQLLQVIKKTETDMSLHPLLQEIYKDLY
SRC2 TRFRET art: TR-FRET artefact, counter-screen to PPARgamma/SRC-2 agonist assay | AID 1049 | hit rate 0.4% among 200,000 | TR-FRET ratio at 8 µM | active compounds read high; in the data active = TR-FRET ratio above about 2000; also: inactives centre near 1500; reference of the scale not given here
TLR4-MyD88 BLA: inhibitors of human TLR4-MyD88 binding. O00206+Q99836. HeLa CL3-4 TLR4/MyD88 BLA complementation, FRET ratio. inhibition, % at 8.4 µM. hit rate 0.18% among 200,000. AID 861; in the data active = inhibition above about 25%;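 also: 0% = vehicle and 100% = reference inhibitor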
PPARg SRC1 recr: promotes SRC-1 coactivator recruitment by human PPARgamma; P37231; PPARgamma-SRC-1 coactivator recruitment biochemical assay; activation, % at 8 µM; hit rate 0.41% among 200,000; AID 631; in the data active = activation above about 19%;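 also: 0% = DMSO and 100% = reference agonist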
Redox H2O2 prof: compounds producing H2O2 with reducing agent – biochemical, NIH compound library profiling, artefact control for MLSCN library redox annotation, primary screen; hit rate 0.03% among 200,000; AID 878; DTT-dependent redox cycling H2O2, phenol red/HRP absorbance; 100% = 100 µM peroxide control, 0% = buffer; activation, % at 10 µM;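 active = activation of at least 50% relative to the plate's high and low controls in the primary single-dose screen; inactive = activation below 50%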;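 also: compound incubated with DTT at 0.8 mM final as the reducing agent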
S1P3 antagonist: antagonists of human S1P3 receptor; Q99500; CHO S1P3 NFAT-BLA reporter, FRET fluorescence, antagonist mode; inhibition, % at 4.98 µM; hit rate 0.27% among 170,000; AID 485;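 active = inhibition above the plate cutoff, the mean inhibition of test wells on that plate plus 3 SD, cut at about 28% in these data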;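 also: cells challenged with S1P at its EC80 of 0.8 µM; blue over green emission ratio from cleaved BLA substrate after 4 h stimulation; 0% = S1P-stimulated wells and 100% = unstimulated DMSO-only wells; some compounds past the cut are filed as inactive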
Lmaj promast: inhibitors of Leishmania major promastigote growth. Leishmania major promastigotes, resazurin fluorescence viability. inhibition, % at 10 µM. hit rate 9% among 200,000. AID 1063; in the data active = inhibition above about 50%;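 also: promastigotes grown with compound for 44 hours at 28 °C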
bIAP act: increases bovine intestinal alkaline phosphatase activity. activation factor at 20 µM. hit rate 0.17% among 200,000. purified bovine IAP, CDP-star luminescence, 30 min; active compounds read high; fold of DMSO-control signal, blank-subtracted;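 active = activation factor of 2 or more at 20 µM, a signal rise over negative controls twice the positive control's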
ROMK primary: human ROMK K+ channel modulation, primary screen | Tet-inducible ROMK, thallium flux fluorescence; actives lie on both sides | hit rate 2% among 130,000 | P48048 | B-score at 10 µM;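 active = signal ratio slope over the read window, or its plate-corrected B-score, at least 3 SD from the plate mean, either direction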;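 also: B-score of the F/F0 ratio slope over 7 to 12 s after thallium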
Target sequence (P48048 whole entry, looked up): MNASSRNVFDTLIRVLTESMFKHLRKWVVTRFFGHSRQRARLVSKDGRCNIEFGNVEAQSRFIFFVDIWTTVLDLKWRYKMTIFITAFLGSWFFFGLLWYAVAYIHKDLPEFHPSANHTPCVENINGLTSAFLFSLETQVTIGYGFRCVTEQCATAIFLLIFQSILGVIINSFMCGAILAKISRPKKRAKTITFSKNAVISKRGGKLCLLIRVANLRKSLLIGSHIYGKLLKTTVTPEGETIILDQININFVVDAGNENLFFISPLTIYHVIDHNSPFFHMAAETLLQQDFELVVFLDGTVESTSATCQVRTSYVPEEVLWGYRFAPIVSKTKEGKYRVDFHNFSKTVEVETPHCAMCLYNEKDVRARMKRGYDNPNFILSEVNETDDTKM
PPARg SRC2 recr: promotes SRC-2 coactivator recruitment by human PPARgamma | P37231 | PPARgamma LBD-SRC-2 recruitment, biochemical | activation, % at 8 µM | hit rate 0.34% among 200,000 | AID 1032; in the data active = activation above about 22%;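 also: 0% = vehicle and 100% = reference agonist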
bIAP inhibitor: blocks bovine intestinal alkaline phosphatase activity | AID 1019 | purified bovine IAP, CDP-star luminescence, 30 min | inhibition, % at 20 µM | 190,000 tested, under 10 active;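 active = over 50% inhibition of intestinal alkaline phosphatase at 20 µM in the single-dose screen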
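Incubation: 30 min reaction at room temperature / Material: purified bovine intestinal alkaline phosphatase (IAP) enzyme / Input: enzyme at 1/65,000,000 dilution / Dosing: 20 µM single dose / Signal: CDP-star luminescence signal / Reagent: CDP-star chemiluminescent phosphatase substrate, 30 µM final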
* marks the source's active call; other numbers are inactive results; · = not tested or not shown.

SMILES	PPARg SRC-3 ag	SRC2 TRFRET art	TLR4-MyD88 BLA	PPARg SRC1 recr	Redox H2O2 prof	S1P3 antagonist	Lmaj promast	bIAP act	ROMK primary	PPARg SRC2 recr	bIAP inhibitor
Cc1cccc(OC2CCN(Cc3nc(CC4CC4)no3)CC2)c1	3	1513	-11	-1	0.7	-2	-2	0.9	-0.053	-5	11
C=CCN(CC=C)S(=O)(=O)c1ccc(C(=O)Nc2nc3c(s2)CCc2ccccc2-3)cc1	1	1596	-7	1	-0.1	2	25	0.9	-0.013	13	12
Cc1sc2ncn(-n3c(C)ccc3C)c(=O)c2c1C	4	1621	-9	7	0.0	·	-5	0.9	-1.5	4	11
COC(=O)CN(c1ccc2c(c1)OCO2)S(C)(=O)=O	14	1494	-7	2	0.0	-1	-5	1.1	·	2	-11
CCCCNC(=O)c1cn(-c2ccc(OCC)cc2)c(=O)c2cc(OC)c(OC)cc12	-6	1671	0	-1	-0.1	·	-8	1.4	1.2	3	-39
COc1cccc(CN2CCNC(=O)C2CC(=O)N(C)Cc2cnccn2)c1OC (stereo not drawn)	-3	1491	-3	-5	-0.8	-1	-2	1	0.51	-2	3
O=C(NC1=NCCS1)c1ccc([N+](=O)[O-])cc1Cl	5	1456	8	1	0.0	8	-5	0.9	0.037	-5	8
O=C(O)CN1C(=O)NC2NC(=O)NC21 (stereo not drawn)	2	1581	-8	1	-1.5	·	-3	0.9	-0.73	-2	14
Cc1nc(C)c(-c2nnc(-c3ccc(C(C)(C)C)cc3)o2)cc1C(=O)NN	1	1444	-5	4	0.3	3	-1	1	-1.2	-4	2
Cc1ccc(-n2cc(CN(C)CCc3cn[nH]c3)c(-c3cccc(C)c3)n2)cc1	2	1491	-8	4	-1.0	-8	65*	0.9	-1.7	0	9
Cc1ccc(N(CC(=O)N/N=C/c2cc(C)n(-c3ccccc3C)c2C)S(C)(=O)=O)cc1	-2	1487	-1	-5	0.0	6	5	1	·	-10	1
O=C(Nn1c(-c2ccc(Cl)cc2)nc2ccccc2c1=O)c1cccnc1Cl	3	1764	2	5	-0.1	-3	55*	0.9	0.18	5	10
CN(C)c1ccc(/C=C2\SC(=S)N(Nc3ncc(C(F)(F)F)cc3Cl)C2=O)cc1	-8	1450	17	8	-3.3	·	-1	0.5	·	13	45
CC(C)N(C(=O)CN1C(=O)C(=O)c2ccccc21)c1ccccc1	4	1633	-3	4	-1.3	6	-11	1	-0.63	8	2
O=C(Cc1csc(Nc2nc(=S)[nH]c3ccccc23)n1)NCCCN1CCN(c2cccc(Cl)c2)CC1	7	1693	-2	6	-0.5	12	8	1.2	-0.71	2	-20
CN(C(=O)COC(=O)C1CCN(S(=O)(=O)c2cccs2)CC1)C1CCS(=O)(=O)C1 (stereo not drawn)	-8	1545	-3	2	-2.9	3	-5	1	·	-1	-4
Cc1noc(C)c1Cc1c(Cl)cccc1Cl	-6	1427	-2	7	0.6	·	-7	0.9	·	5	14
Cc1cccc(NC(=S)NCc2ccc3c(c2)OCO3)c1	2	1597	9	0	0.0	10	23	1	·	2	1
COc1ccc2nc(SCC(=O)Nc3ccc4c(c3)CCC4)[nH]c2c1	0	1469	1	-8	0.0	-11	14	1	-0.26	-1	-2
O=C(CCC1CCCC1)NCCCN1CCOCC1	-9	1444	1	-4	1.2	27	67*	1	·	7	-1
Cc1cc2nc(SCC(=O)Nc3ccccc3C(=O)O)[nH]c2cc1C	5	1521	-18	10	-0.3	17	-17	1.3	-0.22	6	-27
Cc1cccc(C(C)C)c1NC(=O)c1ccc(CN(c2ccccc2)S(=O)(=O)c2ccccc2)cc1	-11	1310	6	11	0.9	0	31	0.7	·	0	26
CCOc1cc(/C=N/NC(=O)c2c(-c3ccccc3)noc2C)ccc1O	4	1444	-2	5	-0.4	-7	8	1.1	0.068	3	-10
CC(C)c1nc(Cl)c(C#N)c2c1CCCC2	2	1540	-4	1	-0.1	5	-4	0.9	1.2	2	11
Cc1cccc(OCCC(=O)NCC(=O)Nc2c(C)cccc2C)c1	5	1623	-9	-1	-0.2	-11	-5	0.7	·	5	34
Later entries
SMILES	PPARg SRC-3 ag	SRC2 TRFRET art	TLR4-MyD88 BLA	PPARg SRC1 recr	Redox H2O2 prof	S1P3 antagonist	Lmaj promast	bIAP act	ROMK primary	PPARg SRC2 recr	bIAP inhibitor
Cn1nc([N+](=O)[O-])nc1Oc1ccccc1	-2	1376	-12	3	0.2	·	-4	1	0.91	7	4
Cc1onc(-c2ccccc2)c1C(=O)NC(=S)NNC(=O)c1ccc(O)cc1O	4	1650	4	-1	0.0	-6	92*	0.9	·	7	8
Cc1ccsc1/C=N/Nc1nc(Cl)c(Cl)cc1Cl	-9	1551	9	-1	-7.0	·	0	0.9	·	6	12
COc1cc(OC)cc(C(=O)NC(C(=O)NCCN(C)C)C23CC4CC(CC(C4)C2)C3)c1 (stereo not drawn)	10	1656	15	4	1.1	-21	7	1	·	9	5
CCc1ccc(NC(=O)/C(C#N)=C/c2cn(CC(=O)O)c3ccccc23)cc1	-2	1606	-4	-1	-0.3	4	11	1	-1.1	0	2
COc1ccccc1N1CCN(C(c2ccccc2Cl)c2nnnn2C(C)(C)C)CC1 (stereo not drawn)	3	1566	-7	0	2.3	2	47	1	-2.4	-5	2
O=c1[nH]c2ccccc2nc1-c1cccs1	6	1803	-15	5	1.9	-27	-1	1	·	13	5
CCN(c1ccc2c(c1)OCO2)S(=O)(=O)c1cc(Br)cc2c1N(C(C)=O)CC2	-3	1594	-1	3	-7.0	·	33	1	·	7	4
CCN1CCN(c2c(Cl)cccc2NC(=O)c2ccc(Br)o2)CC1	8	1742	-6	7	0.3	16	24	1	-0.3	2	3
CC(C)N1CCN(Cc2ccc(C#CC(C)(C)O)cc2)CC1CCO (stereo not drawn)	1	1375	-9	6	-1.0	-23	-2	1.1	1.4	-11	-13
CCOCCCn1c(=N)c(C(=O)NCc2ccc3c(c2)OCO3)cc2c(=O)n3cccc(C)c3nc21	2	1314	-3	0	3.6	16	4	0.7	-0.28	-4	26
COC(=O)c1ccc(-c2cc(C(=O)O)c3cc4c(cc3n2)OCCO4)cc1	3	1676	4	2	1.4	22	-9	1	·	-4	2
Cc1cc(NC(=O)c2cnn3cccnc23)no1	-12	1549	7	-1	1.4	-22	-1	1	0.017	13	-5
COc1ccc2nc(NC(=O)CN3CCN(C)CC3)sc2c1	0	1554	0	-2	0.0	-6	-2	0.9	·	8	8
O=C(/C=C/c1ccc2c(c1)OCO2)NCCSCc1c(Cl)cccc1Cl	-1	1242	-11	-2	0.7	-12	11	0.9	·	-2	10
COc1cc(C)c(C)cc1S(=O)(=O)N1CCN(Cc2ccc3c(c2)OCO3)CC1	-1	1441	0	5	0.0	8	60*	1	·	-1	-1
Cc1cc(C)c2sc(N(CCN(C)C)C(=O)c3cc(Cl)sc3Cl)nc2c1	0	1507	1	1	-0.3	-1	0	1.7	0.2	-6	-73
O=C1CCCc2ccccc2N1Cc1ccc(F)cc1	2	1798	-13	5	-1.1	-20	-1	1	-1.5	6	-1
CC(C)c1ccc(Nc2nc(NCc3ccco3)nc(N3CCOCC3)n2)cc1	-13	1591	-7	6	-1.2	47	42	1	-0.33	3	1
CCCCNC(=O)c1ccc(NC(C)=O)c(Cl)c1	-3	1341	17	8	-0.1	-6	0	1	0.55	-12	-5
c1ccc(Cn2nnc3c(N4CCCCCC4)ncnc32)cc1	2	1344	0	-1	-0.1	-17	6	0.9	·	-1	6
Cc1cc(C)nc(/N=C(\N)Nc2ccc3c(c2)OCCO3)n1	2	1554	-4	7	0.5	12	11	1.3	1.1	-2	-32
CCOC(=O)Cn1nnnc1CN1CCN(c2ccc(OC)cc2)CC1	2	1655	-29	8	0.4	-1	-6	1	-0.26	2	-3
O=C(NCc1ccccn1)C(=O)Nc1ccccc1	3	1519	8	6	-0.8	-11	1	1	-0.44	7	0
CCCc1cc(-c2n[nH]c(=S)n2Cc2ccccc2)cs1	8	1621	-6	0	-1.9	·	-6	0.7	0.027	11	26
(further entries)
SMILES	PPARg SRC-3 ag	SRC2 TRFRET art	TLR4-MyD88 BLA	PPARg SRC1 recr	Redox H2O2 prof	S1P3 antagonist	Lmaj promast	bIAP act	ROMK primary	PPARg SRC2 recr	bIAP inhibitor
CCN(CC)Cc1c(O)c(Cl)cc2c(C)c(C)c(=O)oc12	8	1624	-4	3	1.1	·	0	1.1	-0.86	2	-12
CCCCN1C2CCCC1CC(NC(=O)N(C(C)C)C(C)C)C2 (stereo not drawn)	14	1485	-9	-4	2.2	·	-8	·	-0.23	9	·
CC(=O)Nc1ccc(NC(=O)COC(=O)c2n[nH]c3ccccc23)cc1	2	1664	1	5	0.1	2	-4	1	-0.36	8	-1
Cc1cc2cc(CCNC(=O)C3c4ccccc4Oc4ccccc43)c(=O)[nH]c2cc1C	-2	1752	9	-2	1.7	0	-8	0.8	-0.03	-5	16
Cc1nc(SCC(=O)c2cc3ccccc3oc2=O)c(C#N)c(C)c1C(=O)Nc1ccccc1	3	1558	-1	-3	-2.6	·	-7	1.1	·	3	-7
CCCC(C(=O)NCc1ccccc1)N(C(=O)Cn1nnc(-c2cccs2)n1)c1ccc2c(c1)OCCO2 (stereo not drawn)	8	1614	3	2	0.0	·	12	1	·	4	-4
COc1ccc(C(=O)CSc2ccc3nnc(-c4cccnc4)n3n2)cc1	0	1467	-10	-1	0.3	-14	11	1	-0.31	-2	-2
C1CCN(Cc2nnnn2CC2CCCO2)CC1 (stereo not drawn)	2	1559	2	4	0.8	-8	-3	1.1	-0.038	4	-7
O=C1CCCc2c1[nH]c1ccc(CN3CCCCC3)cc21	0	1738	-2	1	0.7	-47	59*	1	·	7	4
CCCCc1ccc(NC(=O)c2c(C)noc2C)cc1	9	1682	10	8	4.1	-4	6	0.9	1.7	6	13
COc1ccc(Cc2nnc(SCC(=O)N3CCCCC3)o2)cc1	4	1503	5	-2	-0.4	-4	-9	1	·	3	5
COc1cc2c(cc1NC(=S)Nc1ccccc1C)oc1ccccc12	4	1744	-3	7	-1.0	·	-3	0.9	-0.015	13	11
C=CCn1c(SCC(N)=O)nnc1-c1cc2c(s1)CCC(CC)C2 (stereo not drawn)	-1	1468	-7	2	0.3	-15	3	1	-0.43	0	3
Cc1cc(C)cc(C(=O)NCC(=O)OCC(=O)NCC(F)(F)F)c1	0	1471	-4	0	-2.0	-19	8	1	0.38	-1	3
O=[N+]([O-])c1cn(Cc2ccccc2)cn1	1	1671	-4	3	-0.2	2	-5	0.9	0.35	-2	6
COc1ccc(N2CCN(Cc3nc4sc(C)c(C)c4c(=O)[nH]3)CC2)cc1	-1	1530	1	-1	0.1	-10	-5	0.9	0.25	9	8
Cn1c(SCC(=O)N2CCCCC2)nc2cccnc21	-11	1378	1	0	2.5	-19	-7	0.9	·	1	11

High-throughput results (PubChem)
